KKLEB cytotox = reduces viability of KKLEB cystic fibrosis airway cells; KKLEB CF airway cells viability, ATPlite luminescence, overnight; hits give low values; cells stimulated with P. aeruginosa culture filtrate; activity change (cytotoxicity), % at 5 µM; hit rate 0.36% among 360,000;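 active = corrected activity change at or below -50% at 5 µM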
TROY NFkB inh = blocks TROY-dependent signaling in reporter cells; Q293 LMP1-TROYcd NF-kB luciferase reporter, 4 h; inhibition, % at 10 µM; hit rate 0.98% among 360,000; AID 1347056;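 active = compounds whose plate-normalised and pattern-corrected inhibition of the luciferase reporter signal at the single screening dose is 50% or more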
C8 TRAIL sens = caspase-8 TRAIL sensitization; NB7+C8 cells + TRAIL, ATPlite viability luminescence; inhibition (viability loss, TRAIL sensitization), % at 10 µM; hit rate 1% among 360,000;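 active = compounds causing at least 50% loss of cell viability in the single-dose screen, relative to plate controls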
NR2F2 inh = blocks human COUP-TFII nuclear receptor. inhibition, % at 8.6 µM. HEK293T NGFI-A luciferase reporter, luminescence. P24468. hit rate 0.7% among 370,000;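 active = inhibition above a per-plate cutoff, mean inhibition of test wells between control levels plus 3 SD, cut at about 38% in these data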;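 also: cells cotransfected with COUP-TFII expression vector driving the NGFI-A reporter; 0% = median of COUP-TF2 test wells and 100% = reporter-only cells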
Target sequence (P24468 whole entry, looked up): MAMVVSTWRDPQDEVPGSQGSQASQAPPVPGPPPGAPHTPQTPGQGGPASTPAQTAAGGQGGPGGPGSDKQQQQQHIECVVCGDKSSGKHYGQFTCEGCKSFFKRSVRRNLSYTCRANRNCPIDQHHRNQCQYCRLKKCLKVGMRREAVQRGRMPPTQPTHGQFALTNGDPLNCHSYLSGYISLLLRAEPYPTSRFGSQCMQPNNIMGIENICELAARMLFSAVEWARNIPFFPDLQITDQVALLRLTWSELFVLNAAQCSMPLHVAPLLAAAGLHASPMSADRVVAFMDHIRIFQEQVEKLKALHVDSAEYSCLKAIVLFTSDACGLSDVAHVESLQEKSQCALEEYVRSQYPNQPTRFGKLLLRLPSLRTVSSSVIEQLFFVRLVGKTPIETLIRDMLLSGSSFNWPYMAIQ
Shn3 3UTR inh = Schnurri-3 reporter inhibition in Clone20 osteoblasts. inhibition, % at 12.5 µM. hit rate 0.52% among 360,000. Clone20 osteoblast Shn3 3'UTR firefly luciferase, 24 h;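 active = mean inhibition of at least 75% with every replicate also reaching 75%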;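 also: 0% = median of neutral control wells and 100% = pilot-screen positive control compound; some compounds past the cut are filed as inactive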
CF NFkB block = inhibitors of cystic fibrosis induced NF-kB. KKLEB NF-kB-GFP reporter, PAF-induced, GFP fluorescence overnight. inhibition, % at 5 µM. hit rate 0.86% among 360,000. AID 588850;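 active = at least 50% inhibition at 5 µM, scaled per plate between neutral and stimulator controls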;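 also: PAF is a Pseudomonas aeruginosa culture filtrate used as stimulus; plate controls were PAF-stimulated DMSO wells for no effect and unstimulated DMSO wells for full effect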
NCOA1 inh = human NCOA1 inhibition; hit rate 0.12% among 360,000; AID 588354; inhibition, % at 3.6 µM; Q15788; HEK293 GAL4-SRC1 luciferase reporter, luminescence;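 active = inhibition above the campaign mean plus 3 SD, with each screening campaign given its own cutoff, cut at about 60% in these data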;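 also: 0% = DMSO treated cells and 100% = gossypol at 36 µM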
TWEAK-Fn14 inh = blocks TWEAK-Fn14 interaction in a reporter cell assay; TWEAK-stimulated Fn14 reporter cells, luciferase luminescence, 8 h; inhibition, % at 10 µM; AID 1159606; hit rate 2% among 360,000; in the data active = inhibition above about 50%
LRH-1 inv ag = suppresses constitutive activity of human LRH-1. O00482. HEK293T StAR-luciferase reporter, LRH-1 transfected, 24 h. inhibition, % at 3.6 µM. hit rate 0.13% among 360,000. AID 602396;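 active = inhibition above the mean inhibition of all tested compounds plus 3 SD, cut at about 73% in these data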;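 also: 0% = DMSO wells and 100% = reporter-only cells lacking LRH-1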
Target sequence (O00482 whole entry, looked up): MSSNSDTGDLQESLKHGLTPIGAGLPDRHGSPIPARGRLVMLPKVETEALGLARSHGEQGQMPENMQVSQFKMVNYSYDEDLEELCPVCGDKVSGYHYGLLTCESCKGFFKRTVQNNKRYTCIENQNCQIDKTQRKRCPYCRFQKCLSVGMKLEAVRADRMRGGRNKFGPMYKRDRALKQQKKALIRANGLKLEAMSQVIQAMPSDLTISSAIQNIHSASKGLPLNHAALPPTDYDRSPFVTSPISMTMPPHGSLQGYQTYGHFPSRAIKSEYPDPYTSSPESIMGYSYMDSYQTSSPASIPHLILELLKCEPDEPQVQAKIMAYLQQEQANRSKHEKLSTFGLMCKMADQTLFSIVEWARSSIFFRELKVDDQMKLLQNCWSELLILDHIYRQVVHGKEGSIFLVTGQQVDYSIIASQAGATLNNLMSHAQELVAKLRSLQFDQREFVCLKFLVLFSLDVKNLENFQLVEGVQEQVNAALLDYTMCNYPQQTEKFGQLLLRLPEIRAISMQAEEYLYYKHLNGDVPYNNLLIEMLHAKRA
EBV LMP1 NFkB = reduces LMP1-driven NF-kappaB luciferase signal | LMP1-induced NF-kappaB luciferase reporter cells, luminescence | inhibition, % at 12.5 µM | hit rate 0.69% among 350,000; in the data active = inhibition above about 41%;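 also: 0% = neutral control wells and 100% = reference inhibitor control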
SRC3 inh = inhibits human SRC3 coactivator | Q9Y6Q9 | HEK293 GAL4-SRC3 luciferase reporter, luminescence | inhibition, % at 3.6 µM | hit rate 0.17% among 360,000 | AID 588352;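 active = inhibition above a per-campaign cutoff, the mean of all compounds plus 3 SD, cut at about 60% in these data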;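 also: 0% = DMSO-treated cells and 100% = gossypol-treated cells at 36 µM; higher means less SRC3-driven luciferase light from the GAL4 reporter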
* marks the source's active call; other numbers are inactive results; nt = not tested or not shown. The list is partial; the hit share may differ from the screen's.

Start of the data: the first 13 records as a preview:
cpd	Compound	KKLEB cytotox	TROY NFkB inh	C8 TRAIL sens	NR2F2 inh	Shn3 3UTR inh	CF NFkB block
1	Cc1ccc(/C=N/n2c(C)nc3ccccc3c2=O)o1	2	14	-7	-8	-26	-4
2	Cn1nc(-c2ccccc2)c(CO)c1Sc1ccccc1	-6	-11	0	-9	16	0
3	CC1CCCCC1NC(=O)Cn1c(CN2CCCCC2)nc2ccccc2c1=O (stereo not drawn)	-7	-11	6	1	12	-3
4	COCCNC(=O)Cn1c(=O)n(Cc2ccc(C(=O)NCCc3ccc(OC)c(OC)c3)cc2)c(=O)c2ccccc21	3	-2	-13	-10	7	12
5	Cc1ccc(CN2C(=O)c3ccccc3C2C(=O)NCc2cccnc2)cc1 (stereo not drawn)	7	-8	-11	3	-6	-8
6	COc1cc(/C=N/NC(=O)CCN2CCN(c3ccccc3)CC2)cc(OC)c1OC	0	20	-1	1	-35	-17
7	Cc1c(NC(=O)CN2CCN(c3ccc([N+](=O)[O-])cc3)CC2)c(=O)n(-c2ccccc2)n1C	-10	11	-3	16	9	-1
8	CCC(C)(CCNC(=O)Cc1ccccc1)c1ccccc1OC (stereo not drawn)	7	-11	-5	-13	21	1
9	CC1(c2nnc(-c3ccccc3)o2)CC(c2cccnc2)=NO1 (stereo not drawn)	-3	-12	-6	13	-10	-19
10	O=C(CN1C(=O)c2cccc3cccc1c23)Nc1ccccc1C(=O)NCc1ccco1	-2	-10	8	12	1	13
11	CC(C(=O)Nc1ccc(F)c(F)c1F)N(C)CC(=O)Nc1ccccc1Br (stereo not drawn)	7	1	-1	19	6	-11
12	Cc1ccc(/C=N/NC(=O)c2cc3ccccc3cc2O)o1	0	6	14	13	-56	19

cpd	NCOA1 inh	TWEAK-Fn14 inh	LRH-1 inv ag	EBV LMP1 NFkB	SRC3 inh
1	3	-13	-16	-3	-8
2	-63	22	3	-7	19
3	-5	-3	-18	0	-10
4	-18	-5	5	6	9
5	-1	-2	-8	3	1
6	-10	0	14	10	-3
7	-6	11	2	11	13
8	3	11	6	-2	13
9	-2	-3	-21	-4	-20
10	9	-17	-9	-1	19
11	5	-5	0	-7	18
12	-22	-2	-8	-9	-30

cpd	Compound	KKLEB cytotox	TROY NFkB inh	C8 TRAIL sens	NR2F2 inh	Shn3 3UTR inh	CF NFkB block
13	CCN(C(=O)CSc1ccc2ccccc2n1)C1CCCCC1	-3	-23	-8	15	-3	14

cpd	NCOA1 inh	TWEAK-Fn14 inh	LRH-1 inv ag	EBV LMP1 NFkB	SRC3 inh
13	1	15	-5	27	-10

The listing, from the start:
cpd	Compound	KKLEB cytotox	TROY NFkB inh	C8 TRAIL sens	NR2F2 inh	Shn3 3UTR inh	CF NFkB block
1	Cc1ccc(/C=N/n2c(C)nc3ccccc3c2=O)o1	2	14	-7	-8	-26	-4
2	Cn1nc(-c2ccccc2)c(CO)c1Sc1ccccc1	-6	-11	0	-9	16	0
3	CC1CCCCC1NC(=O)Cn1c(CN2CCCCC2)nc2ccccc2c1=O (stereo not drawn)	-7	-11	6	1	12	-3
4	COCCNC(=O)Cn1c(=O)n(Cc2ccc(C(=O)NCCc3ccc(OC)c(OC)c3)cc2)c(=O)c2ccccc21	3	-2	-13	-10	7	12
5	Cc1ccc(CN2C(=O)c3ccccc3C2C(=O)NCc2cccnc2)cc1 (stereo not drawn)	7	-8	-11	3	-6	-8
6	COc1cc(/C=N/NC(=O)CCN2CCN(c3ccccc3)CC2)cc(OC)c1OC	0	20	-1	1	-35	-17
7	Cc1c(NC(=O)CN2CCN(c3ccc([N+](=O)[O-])cc3)CC2)c(=O)n(-c2ccccc2)n1C	-10	11	-3	16	9	-1
8	CCC(C)(CCNC(=O)Cc1ccccc1)c1ccccc1OC (stereo not drawn)	7	-11	-5	-13	21	1
9	CC1(c2nnc(-c3ccccc3)o2)CC(c2cccnc2)=NO1 (stereo not drawn)	-3	-12	-6	13	-10	-19
10	O=C(CN1C(=O)c2cccc3cccc1c23)Nc1ccccc1C(=O)NCc1ccco1	-2	-10	8	12	1	13

cpd	NCOA1 inh	TWEAK-Fn14 inh	LRH-1 inv ag	EBV LMP1 NFkB	SRC3 inh
1	3	-13	-16	-3	-8
2	-63	22	3	-7	19
3	-5	-3	-18	0	-10
4	-18	-5	5	6	9
5	-1	-2	-8	3	1
6	-10	0	14	10	-3
7	-6	11	2	11	13
8	3	11	6	-2	13
9	-2	-3	-21	-4	-20
10	9	-17	-9	-1	19

The list goes on.
cpd	Compound	KKLEB cytotox	TROY NFkB inh	C8 TRAIL sens	NR2F2 inh	Shn3 3UTR inh	CF NFkB block
11	CC(C(=O)Nc1ccc(F)c(F)c1F)N(C)CC(=O)Nc1ccccc1Br (stereo not drawn)	7	1	-1	19	6	-11
12	Cc1ccc(/C=N/NC(=O)c2cc3ccccc3cc2O)o1	0	6	14	13	-56	19
13	CCN(C(=O)CSc1ccc2ccccc2n1)C1CCCCC1	-3	-23	-8	15	-3	14
14	CC1(O)CC2CC1C(C(=O)O)C2C(=O)O (stereo not drawn)	10	1	-10	14	-5	-4
15	CN1CCN(c2ccc(NC(=O)c3ccc(C(F)(F)F)cc3)cn2)CC1	-3	14	6	11	-3	-9
16	Cc1ccccc1NC(=O)CSc1ccc(-c2cccnc2)nn1	15	2	14	9	-6	-8
17	OCCN(CCO)CC(O)Cn1c2ccccc2c2ccccc21 (stereo not drawn)	3	-11	8	-25	0	6
18	CCOC(=O)Cc1csc(NC(=O)CSc2nc3cccnc3n2CC)n1	-2	4	4	15	16	2
19	O=C(CC1CCCC1)Nc1ccc(Br)cc1	11	-24	2	-19	-82	6
20	O=C(CSC1=NCCS1)c1ccc(Cl)cc1	13	19	0	13	5	-12

cpd	NCOA1 inh	TWEAK-Fn14 inh	LRH-1 inv ag	EBV LMP1 NFkB	SRC3 inh
11	5	-5	0	-7	18
12	-22	-2	-8	-9	-30
13	1	15	-5	27	-10
14	5	12	-7	-1	-12
15	6	-4	14	1	7
16	8	-14	20	5	-10
17	19	11	-7	-4	7
18	-7	15	-3	5	-1
19	-37	-34	-76	-25	-44
20	2	-17	-15	-4	9

Further compounds follow.
cpd	Compound	KKLEB cytotox	TROY NFkB inh	C8 TRAIL sens	NR2F2 inh	Shn3 3UTR inh	CF NFkB block
21	CC[n+]1ccc(C)c2cc(P(=O)(c3ccccc3)c3ccccc3)ccc21	12	6	0	0	-25	2
22	COc1ccc(NC(=O)CS(=O)(=O)c2cn(CC(=O)N3CCOCC3)c3ccccc23)cc1	8	-17	-9	-16	-12	-13
23	O=[N+]([O-])c1ccc(CN2CC(N3CCN(CCO)CC3)CS2(=O)=O)cc1 (stereo not drawn)	-15	6	14	-5	-9	10
24	Cc1c(N)cccc1-n1cccc1	2	-1	-5	13	-6	0
25	O=C(Nc1cc(C(=O)N2CCOCC2)cc(C(=O)N2CCOCC2)c1)c1cc(F)c(F)cc1Cl	12	-5	-16	-4	12	-10
26	CCCc1cc(=O)[nH]c(SCC(=O)N2CCCc3ccccc32)n1	2	-17	21	-6	-7	-14
27	c1ccc2sc(Sc3ncnc4sccc34)nc2c1	-44	17	-13	-1	-13	72*
28	CCCCNC(=O)CC(=O)Nc1ccccc1C(=O)O	-3	-1	-2	-3	-20	2
29	O=C(O)c1cccc(NC(=O)C2CC(=O)N(Cc3ccccc3)C2)c1 (stereo not drawn)	1	13	-17	-3	-12	-2
30	Cc1nc(N2CCCCC2C)c2c(C)c(C(=O)Nc3ccccc3C(F)(F)F)sc2n1 (stereo not drawn)	-8	-18	4	10	-11	6

cpd	NCOA1 inh	TWEAK-Fn14 inh	LRH-1 inv ag	EBV LMP1 NFkB	SRC3 inh
21	-18	-8	1	4	7
22	1	8	1	-3	8
23	-26	-3	-7	4	6
24	-14	-11	0	0	8
25	3	-19	-5	9	-19
26	10	6	6	6	0
27	-19	83*	14	7	-11
28	-4	3	-32	3	-3
29	-8	-13	17	-8	12
30	-50	-25	-16	9	14

Remaining list, next part:
cpd	Compound	KKLEB cytotox	TROY NFkB inh	C8 TRAIL sens	NR2F2 inh	Shn3 3UTR inh	CF NFkB block
31	O=C(Cn1nc(Cl)nc1Cl)c1ccc2c(c1)OCCO2	0	-22	-8	12	-2	-12
32	O=C(CC(C(=O)O)c1cccc(Cl)c1Cl)c1ccccc1 (stereo not drawn)	-4	2	7	-4	6	10
33	COCOCCn1cc(CN2CCS(=O)(=O)N(Cc3ccc(-c4ccc(OC)c(OC)c4)cc3)C(CC(C)C)C2=O)nn1 (stereo not drawn)	8	-1	-8	1	-8	5
34	COc1ccc(C2CC(c3ccc(Br)cc3)=NN2C(=O)CN2CCCC2)cc1 (stereo not drawn)	4	-2	3	12	12	10
35	Cn1cc(CN2CCC(C(=O)Nc3ccc(Oc4ccccc4F)cc3)CC2)cn1	-2	-1	2	-11	-10	-2
36	CNC(=O)c1sc(NCc2ccccc2OC)nc1C	-3	-10	-9	3	-13	-17
37	COCCNC(=O)CSc1nc2ccccc2c(=O)n1CCCC(=O)NCc1ccccc1	8	37	-4	13	-8	-13
38	C[C@@H]1CCC(=O)N(CC[C@H](N=[N+]=[N-])c2ccccc2)CC1	-9	-16	-3	5	-32	-1
39	Cc1ccc(C(=O)Nc2c(-c3ccc(Cl)cc3)[nH][nH]c2=O)cc1	0	13	-12	8	-13	-21
40	CCC(=O)c1c[nH]c(C(=O)NCCCn2ccnc2)c1	-2	3	-17	-12	-13	4
41	O=C(CNS(=O)(=O)c1ccc(F)cc1)Nc1ccc(C(F)(F)F)cc1	-5	2	-3	2	0	3
42	COc1ccc(C(C)=O)cc1CSc1nnc(Nc2ccc(C)cc2C)s1	-1	31	4	-10	24	-1

cpd	NCOA1 inh	TWEAK-Fn14 inh	LRH-1 inv ag	EBV LMP1 NFkB	SRC3 inh
31	-30	1	9	-4	-8
32	-26	14	6	-12	-5
33	6	-2	-29	5	3
34	-12	11	-9	6	-5
35	1	1	25	-1	-15
36	-10	-1	0	5	-17
37	0	40	4	-2	5
38	-20	-1	-6	4	-4
39	2	2	3	nt	28
40	7	5	2	-16	17
41	-3	1	14	9	15
42	21	4	-9	5	13

Compound activity (PubChem)
